# Assay outcomes from PubChem BioAssay.
# ALOX12 inh: inhibitors of human 12S-lipoxygenase ALOX12; purified 12hLO, xylenol orange hydroperoxide absorbance; Potency, µM (titrated, usually from 108 µM), without a hit: top-dose activity change, negative = inhibition, usual class: inhibitors; 580,000 tested, 1.1% active; AID 1671190; also: potency is read from the fitted curve at half-maximal effect; % is scaled to controls: 0 for no effect and ±100 for the full control effect
# Target sequence (P18054 whole entry, looked up): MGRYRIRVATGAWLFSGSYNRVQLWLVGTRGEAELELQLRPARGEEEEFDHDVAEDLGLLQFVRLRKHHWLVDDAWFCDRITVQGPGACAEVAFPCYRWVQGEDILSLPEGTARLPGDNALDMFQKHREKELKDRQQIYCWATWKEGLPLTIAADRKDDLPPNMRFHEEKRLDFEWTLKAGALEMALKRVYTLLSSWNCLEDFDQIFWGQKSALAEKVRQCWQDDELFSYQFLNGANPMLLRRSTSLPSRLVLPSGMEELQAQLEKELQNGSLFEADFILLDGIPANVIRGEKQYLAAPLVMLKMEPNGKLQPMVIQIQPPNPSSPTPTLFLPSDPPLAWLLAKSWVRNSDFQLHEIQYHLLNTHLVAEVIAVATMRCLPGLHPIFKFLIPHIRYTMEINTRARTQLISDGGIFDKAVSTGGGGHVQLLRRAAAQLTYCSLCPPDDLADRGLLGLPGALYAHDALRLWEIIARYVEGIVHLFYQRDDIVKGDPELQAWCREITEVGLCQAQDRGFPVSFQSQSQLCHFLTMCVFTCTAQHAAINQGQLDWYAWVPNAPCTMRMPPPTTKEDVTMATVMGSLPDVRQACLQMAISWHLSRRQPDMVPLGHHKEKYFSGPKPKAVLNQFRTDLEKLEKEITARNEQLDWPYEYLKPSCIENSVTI
#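 Purified human 12hLO at 150 nM in 25 mM Hepes, 0.01% Triton X-100, pH 7.0, preincubated 15 min at room temperature with compound. Reaction started with 40 uM arachidonic acid, 30 min at room temperature. Hydroperoxide measured by Fe-xylenol orange, 573/405 nm absorbance ratio.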
# LDHA inh: blocks human lactate dehydrogenase A; P00338; purified LDHA, NADH/diaphorase-resazurin fluorescence; stronger effect = lower value; activity change, % (values are at about 110 or 230 µM); 480,000 tested, 0.15% active; AID 1347041; in the data active = activity change below about -30%; inconclusive = mostly about -25% to -30%;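 also: plate controls were DMSO wells for no effect and wells without enzyme for full effect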
#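 Resorufin fluorescence (ex540/em590), read at 0 and 20 min after diaphorase/resazurin addition, reports the NADH left after a 5 min room-temperature reaction of 2 nM human LDH5 with 0.06 mM NADH and 0.2 mM pyruvate.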
# D2 agonist: agonists of human D2 dopamine receptor. P14416. HEK293 T-REx D2 cells, calcium flux agonist mode. activation, % at 2 µM. 340,000 tested, 0.53% active. AID 485358;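 active = activation over 3 SD above normal in the single-dose calcium agonist read, cut at about 30% in these data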; also: 0% is about no effect
#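 Agonism is scored from calcium flux in a force-coupled, inducible HEK293 cell line expressing D2, read kinetically for 180 s after compound addition against dopamine controls.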
# D2 antag: antagonists of human D2 dopamine receptor; P14416; HEK293 TREx D2 cells, calcium flux, dopamine EC80; inhibition, % at 10 µM; 340,000 tested, 2% active; in the data active = inhibition above about 30%; also: 0% is about no effect
#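 Overnight-induced (tetracycline, 30 C) HEK293 T-REx cells carrying force-coupled D2 receive a no-wash calcium dye, then compound, then EC80 dopamine at 180 s; signals are read kinetically throughout.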
# Vif-APOBEC3F blk: inhibitors of Vif-A3F interaction. 390,000 tested, 0.2% active. HeLa A3F-eYFP + Vif (tagged APOBEC3F with the HIV-1 protein that degrades it), YFP fluorescence increase. AID 602313. Potency, µM (highest dose often 46.1 µM), for inactives: top-dose activity, negative = active; also: potency is read from the fitted curve at half-maximal effect; % of control where 0% means no effect; nearly all actives have a fitted effect of over 65% in size
#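 Fluorescence increase (Ex 488/Em 500-530) after overnight compound treatment at 37 deg C flags inhibition of Vif-driven A3F-eYFP loss in stable HeLa A3F-eYFP/Vif cells seeded overnight beforehand.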
# Vif-A3G inh: blocks the Vif interaction with human APOBEC3G. Q9HC16. HeLa A3G-eYFP + Vif (tagged APOBEC3G with the HIV-1 protein that degrades it), YFP fluorescence, overnight. Potency, µM (highest dose often 46.1 µM), for the others: top-dose activity, negative = active, hits mostly inhibitors. 410,000 tested, 0.076% active. AID 602310;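 also: potency is read from the fitted curve at half-maximal effect; % is scaled to controls: 0 for no effect and ±100 for the full control effect; nearly all actives have a fitted effect of over 60% in size; hits raise eYFP signal because A3G escapes Vif-driven loss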
# Target sequence (Q9HC16 whole entry, looked up): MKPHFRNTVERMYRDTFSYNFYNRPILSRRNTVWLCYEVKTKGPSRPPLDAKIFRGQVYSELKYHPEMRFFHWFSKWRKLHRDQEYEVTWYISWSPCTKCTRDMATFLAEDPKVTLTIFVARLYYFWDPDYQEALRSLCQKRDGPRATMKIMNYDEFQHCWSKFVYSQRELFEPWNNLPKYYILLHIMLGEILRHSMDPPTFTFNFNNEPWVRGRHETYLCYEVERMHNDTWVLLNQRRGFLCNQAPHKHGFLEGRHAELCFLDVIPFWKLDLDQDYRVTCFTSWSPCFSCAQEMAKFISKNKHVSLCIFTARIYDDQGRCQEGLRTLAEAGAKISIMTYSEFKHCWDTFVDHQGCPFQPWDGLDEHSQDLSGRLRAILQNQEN
#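 Read-out is eYFP fluorescence (Ex 488/Em 500-530) from Vif-expressing HeLa A3G-eYFP cells; more signal means A3G escaped Vif-mediated degradation. Cells plated overnight, compound pinned in, incubated overnight at 37 deg C.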
# ERG-DNA inh: blocks human ERG Ets domain binding to DNA. fluorescence polarization, His-ERG Ets domain / labelled DNA. AID 624246. Potency, µM (series often up to 76.9 µM), for the others: top-dose FP activity, negative = inhibition, usual class: inhibitors. P11308. 370,000 tested, 0.028% active; active = well fitted inhibition curve with a large enough effect in the polarisation, with a control signal flat; inconclusive = small, poorly fitted or top-dose-only effect, or effect the other way, or a change in a side signal; inactive = no such curve, though single readings can be large or run the other way; the % refers to the polarisation;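 also: polarization taken with two DNA probes labelled with fluorescein and Texas red; potency is read from the fitted curve at half-maximal effect; % of control where 0% means no effect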
#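 His-tagged ERG Ets domain (1 uM in the protein solution; 300mM KCl, 50mM Tris-HCl, 1mM EDTA, 1mM DTT, pH 7.5) received compound, then a probe mix of 5 nM fluorescein-DNA and 100nM Texas-615-DNA. Fluorescence polarization was read for both dyes.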
# RGS4 inh: blocks human RGS4-accelerated GTP hydrolysis; 390,000 tested, 0.039% active; P49798; Potency, µM (highest dose often 114 µM), for inactives: at the highest dose activity change, negative = inhibition, hits mostly inhibitors; Transcreener GDP fluorescence polarization, RGS4-accelerated GTP hydrolysis; also: potency is read from the fitted curve at half-maximal effect; % is scaled to controls: 0 for no effect and ±100 for the full control effect; nearly all actives have a fitted effect of over 75% in size; some results filed as inactive show a strong effect at the top dose
#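 MLSMR compounds (23 nl, pin-transferred) preincubated 10 min at room temperature with a 500nM (2x) first reagent, then RGS4 at 900nM (2x) plus Transcreener GDP mix added; fluorescence polarization (620/688 nm) read before and after 90 min at 30 °C.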
# GRP78 ERSR act: induces the endoplasmic reticulum stress response in human glioma cells | U87-MG GRP78 promoter luciferase reporter, 16 h | Potency, µM, without a hit: at the highest dose activation, actives largely listed as activators | 420,000 tested, 0.02% active | AID 602332; also: potency is read from the fitted curve at half-maximal effect; series mostly up to about 76 µM; % of control where 0% means no effect; nearly all actives have a fitted effect of over 35% in size
#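 Stably transfected U87-MG human glioma cells carrying a GRP78-based luminescent sensor were seeded at 1000 cells/well, pin-dosed with compounds and incubated 16 h. Luciferase reagent was then added, and end-point luminescence was read after 10 min at room temperature.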
# The depositor's hits bear a star; ? = inconclusive; · = no result given; & = joins results of further samples; [ ] = another dose, or the depositor's remark. Unless noted, calls follow the shape of the dose curve; as a rule, active = well fitted curve in the direction sought with a large enough effect; inconclusive = small, poorly fitted or top-dose-only effect, or another doubt; inactive = no such curve, though single readings can be large; an effect the other way counts as inactive or inconclusive. Not all compounds are listed; the hit share may differ from the screen's.
Structure,ALOX12 inh,LDHA inh,D2 agonist,D2 antag,Vif-APOBEC3F blk,Vif-A3G inh,ERG-DNA inh,RGS4 inh,GRP78 ERSR act
COc1cccc(NC(=O)[C@H](C)NC(=O)C2CCN(S(=O)(=O)c3ccc(C)cc3)CC2)c1,-25%,3,0.8,9,3%,2%,-5%,-5%,-2%
COc1ccc(C(=O)OCC(=O)Nc2cc(C)on2)cc1F,-6%,3,·,·,-3%,-3%,·,·,-5%
CC1(C)N=C(N)N=C(N)N1c1ccc(F)cc1F,0%,-2,0.2,-11,-4%,1%,10%,-2%,3%
COc1ccc(CNC(=O)c2ccc(-c3nc(CSc4ccc(C)cc4)c(C)o3)cc2)cc1OC,3%,0,1.0,·,-7%,-1%,0%,8%,-1%
COC(=O)CCCCCCCCC(O)CN(C)C (configuration not stated),0%,-3,1.2,9,0%,2%,-4%,-22%[11.4 µM],3%
COc1ccc(Nc2nc(N3CCCCC3)nc(N3CCCCC3)n2)c(OC)c1,-14%,0,0.5,4,2%,0%,37%[activator],-25%,-2%
Cc1cc(NC(=O)CSc2ccc(-c3nc4cc(C)c(C)cc4[nH]3)cn2)no1,·,10,-0.4,-3,?,-2%,7%,7%,8%
O=c1cc(-c2ccccc2)[nH]c2cc(Cl)ccc12,1%,-11,-1.2,-15,-11%,?,1%,-3%,-7%&-3%
O=C(CCS(=O)(=O)c1nc(-c2ccc3c(c2)OCO3)cc(C(F)(F)F)n1)Nc1ccc(Br)cc1,-34%,-15,-0.1,·,-9%,-26%,-5%,-5%,-10%
CC(C)(C)NC(=O)CSc1nnc(-c2c[nH]c3ccccc23)o1,-19%,-3,-1.4,-34,-11%,-10%,-3%,-9%,11%
CCc1c(C)[nH]c2c1C(=O)C(CN1CCOCC1)CC2 (configuration not stated),-5%,12,·,·,4%,0%,7%,?,-3%&0%
Cc1cc(NC(=O)c2cc(S(=O)(=O)N3CCCCC3)ccc2C)no1,0%,3,·,·,-1%,-8%,13%,-14%,-2%
Cc1ccc2nc(/C(C#N)=C/c3ccccc3C(=O)O)[nH]c2c1,6%,0,-0.6,-8,1%,-9%,1%,-6%,5%
Cc1cc(=O)oc2cc(OCC(=O)OCC(=O)NC3CC3)ccc12,15%,-8,0.3,6,-9%,1%,-2%,14%,-3%
O=C(COC(=O)c1ccccc1C(=O)c1ccccc1)c1ccco1,0%,-4,1.1,-22,-3%,0%,-2%,-8%,-1%
Cc1ccc(NC(=O)c2cc([N+](=O)[O-])ccc2N2CCOCC2)cc1S(=O)(=O)N1CCOCC1,489%[activator],-2,0.2,12,9%,0%,1%,-41%,-3%
Cc1cc(OCCCn2c(CCNC(=O)C3CCCCC3)nc3ccccc32)ccc1Cl,-11%,0,-1.2,·,4%,-6%,-2%,12%,-9%
COc1ccc(C)cc1-n1c(=O)c2ccccc2c2ccccc2c1=O,-4%,3,0.5,2,-2%,-6%,4%,-17%,3%
COCCCNc1nc2nonc2nc1N1CCC(C(C)N2CCOCC2)CC1 (configuration not stated),-24%,-6,0.1,5,13%,-1%,-26%,4%,1%
O=C(CSc1cn(CC(=O)N2CCCC2)c2ccccc12)Nc1ccccc1C(F)(F)F,-11%,-9,·,·,4%,1%,2%,-9%,-3%
CN1CCN(C(=S)C(=O)Nc2ccccc2)CC1,0%,-8,0.5,-19,8%,0%,-5%,-22%,3%
CN1CCOc2ccc(S(=O)(=O)NCCc3ccc(Cl)cc3)cc21,-15%,-2,0.8,4,?,1%,22%,5%,-4%
Cn1nnnc1Sc1ncnc2scc(-c3ccc(F)cc3)c12,4%,-6&-10&0,·,·,·,?,0%,?,-16%&-11%
Cc1ccc(N2C(=O)CC(Sc3ccccc3C(=O)O)C2=O)cc1 (configuration not stated),0%,-11,·,·,-8%,0%,·,-28%,6%
O=C(COc1ccc(Cl)cc1Br)NCC(c1ccco1)N1CCCC1 (configuration not stated),328%[activator],-3,-0.1,-6,0%,0%,·,-28%,-2%
CCOc1cc(C(=O)OCC(=O)Nc2ccc(SC(F)F)cc2)cc(OCC)c1OCC,-14%,0,-0.8,-10,-5%,-18%,-17%,4%,-3%
CCOC(=O)N1CCN(S(=O)(=O)c2ccc(F)c(C(=O)Nc3cccc(C)c3C)c2)CC1,-21%,-12,0.1,6,-7%,1%,3%,9%,-2%
O=C(CCN1C(=O)c2ccccc2C1=O)Nc1ccccc1C(=O)N1CCOCC1,4%,-3,0.1,-15,-6%,-1%,-1%,-1%,-5%
COc1ccc(-c2cnc3c(NC=O)cc(-c4ccc(F)cc4)cn23)cc1OC,?,-2,·,·,·,?,·,·,-4%
O=S1(=O)C[C@H](N2CCCC2)[C@@H](COCc2ccccc2)N1,-6%,-10,·,·,·,1%,·,·,-3%

# Full records from above. Order of values: ALOX12 inh	LDHA inh	D2 agonist	D2 antag	Vif-APOBEC3F blk	Vif-A3G inh	ERG-DNA inh	RGS4 inh	GRP78 ERSR act
# Results for Cc1cc(NC(=O)CSc2ccc(-c3nc4cc(C)c(C)cc4[nH]3)cn2)no1 : ·	10	-0.4	-3	?	-2%	7%	7%	8%
# Results for O=C(CSc1cn(CC(=O)N2CCCC2)c2ccccc12)Nc1ccccc1C(F)(F)F : -11%	-9	·	·	4%	1%	2%	-9%	-3%

# Continued:
Structure,ALOX12 inh,LDHA inh,D2 agonist,D2 antag,Vif-APOBEC3F blk,Vif-A3G inh,ERG-DNA inh,RGS4 inh,GRP78 ERSR act
N=c1nc(-c2ccccc2)n(-c2ccccc2)s1,·,-71*,·,·,·,0%,·,?,3%
O=C(Nn1cnnc1)c1cc(Cl)ccc1Cl,?,0&-18,·,·,0%,-3%,-6%,-2%,-5%
COc1ccc(OC)c(CN2CCCC(CO)C2)c1 (configuration not stated),-20%,2,-0.7,4,9%,0%,·,-7%,-2%
CCOc1cc(C2c3c(oc4ccccc4c3=O)C(=O)N2c2ccccn2)ccc1O (configuration not stated),?,3,0.2,·,0%,-2%,2%,-18%,3%
CC(CC(=O)NNC(=O)c1ccncc1)c1ccccc1 (configuration not stated),-11%,-8,0.3,3,0%,0%,-15%,0%,1%
Cc1ccccc1NS(=O)(=O)c1cc(S(C)(=O)=O)ccc1C,0%,-6,-0.2,-25,0%,0%,-7%,-18%,-1%
Cc1ccc(NC2CCCN(C(=O)CCC3(C)CC3)C2)cc1C (configuration not stated),-5%,7,1.2,6,2%,1%,1%,-14%,1%
CCn1nc(C(=O)OCC(=O)c2c[nH]c3ccccc23)c2ccccc2c1=O,-15%&0%,5&-3,0.6,14,2%,-7%,-6%,-14%,2%
COc1ccc(CCNC(=O)CSc2cc(=O)n(C)c3ccccc23)cc1OC,-18%,3,-0.4,·,2%,4%,-32%,-1%,-3%
COc1ccc(S(=O)(=O)Nc2cccc3c2O[C@H](CN(C)S(=O)(=O)c2ccc(F)cc2)[C@H](C)CN([C@H](C)CO)C3=O)cc1,-2%,2,·,·,5%,-5%,12%,-24%,0%
CC(Sc1ccccc1F)C(=O)Nc1ccc2c(c1)OCCO2 (configuration not stated),16%,-1,·,·,-5%,1%,-2%,-1%,2%
O=C(c1ccccc1)c1ccccn1,-12%,10,·,·,1%,-8%,1%,-4%,-1%
COC(=O)c1c(F)c(F)c(NCCO)c(F)c1F,3%,-9,0.0,-1,-9%,0%,·,-21%,3%
O=C(Cn1c(-c2cccs2)cc2ccccc21)NCCCN1CCN(c2ccccc2F)CC1,?,1,·,·,-23%,-2%,3%,-3%,15%
O=C(NNC(=O)c1ccccc1F)c1cccc(Cl)c1,29%,-6,0.3,-3,-6%,-1%,0%,-24%,5%
O=C(O)c1cccc(-c2csc(C(O)c3ccc(F)c(F)c3)n2)c1 (configuration not stated),5%,-6,·,·,·,-1%,·,·,-4%
CCCn1c(N)c(N(CCOC)C(=O)c2ccc(C#N)cc2)c(=O)[nH]c1=O,-11%,-1,0.2,-9,-5%,-2%,17%,0%,-4%
COC(=O)c1cc2occc2n1Cc1nc(-c2ccccc2)oc1C,8%,2,0.7,·,4%,4%,-1%,6%,-3%
Cc1[nH]c2c(C)cccc2c(=O)c1CN1CCCCCC1,20%,-1,0.7,-16,2%,-6%,2%,-23%,-1%
Nc1nnc(SCCN2C(=O)c3ccccc3C2=O)s1,-17%,-2,1.0,-7,9%,1%,0%,10%,-1%
C/C(=N\NC(=O)COc1cccc(Cl)c1)c1ccc2c(c1)OCCO2,1%,-7,0.6,-17,-6%,-2%,-1%,14%,-3%
O=C(/C=C/c1cccs1)c1ccc(NC(=O)c2ccccc2F)cc1,7%,-7,-1.0,-10,-12%,-5%,·,-6%,0%
CCCCn1c2nc3ccccc3nc2c2c(=O)n(CC(C)C)cnc21,4%,-5,·,·,-2%,2%,0%,19%[11.4 µM],-4%

# Arranged by the number under LDHA inh (smallest number first): three of the compounds above.
mol	LDHA inh
O=C(O)c1cccc(-c2csc(C(O)c3ccc(F)c(F)c3)n2)c1 (configuration not stated)	-6
CCCCn1c2nc3ccccc3nc2c2c(=O)n(CC(C)C)cnc21	-5
COC(=O)c1cc2occc2n1Cc1nc(-c2ccccc2)oc1C	2
